Assay outcomes from PubChem BioAssay.
GLP-1R inv ag: qHTS of GLP-1 Receptor Inverse Agonists (Inhibition Mode); AID 624417, 2012; HEK293 GLP-1R CRE-luciferase, luminescence, 24 h; GLP-1R form is constitutively active; 410,000 tested, 1.6% active; Potency, µM (highest dose often 38.3 µM), for the others: at the top dose activity change, negative = inhibition, hits mostly inhibitors; note: % is set by controls: 0 for no effect and ±100 for the full control effect; nearly all actives have a fitted effect of over 55% in size
Target sequence (P43220 whole entry, looked up): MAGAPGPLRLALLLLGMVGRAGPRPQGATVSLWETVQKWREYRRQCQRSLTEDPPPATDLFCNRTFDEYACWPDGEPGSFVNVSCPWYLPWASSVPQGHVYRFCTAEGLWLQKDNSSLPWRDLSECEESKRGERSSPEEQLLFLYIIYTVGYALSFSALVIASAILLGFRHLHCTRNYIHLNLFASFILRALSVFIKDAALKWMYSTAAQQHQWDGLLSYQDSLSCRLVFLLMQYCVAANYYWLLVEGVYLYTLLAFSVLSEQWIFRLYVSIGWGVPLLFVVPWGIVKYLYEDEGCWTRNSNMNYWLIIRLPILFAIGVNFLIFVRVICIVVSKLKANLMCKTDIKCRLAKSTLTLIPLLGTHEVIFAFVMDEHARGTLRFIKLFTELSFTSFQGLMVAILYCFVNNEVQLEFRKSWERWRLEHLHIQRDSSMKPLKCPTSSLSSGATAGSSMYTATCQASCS
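Using stably transfected HEK293 (constitutively active GLP-1R, cAMP-luciferase reporter), compounds were incubated 24 hr and luciferase measured by luminescence.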
TDP-43 yeast inh: qHTS of TDP-43 Inhibitors | TDP-43 expressing yeast growth rescue, BacTiter-Glo, 24 h | Potency, µM (highest dose often 46.1 µM), without a hit: at the highest dose growth rescue (activation), actives largely listed as activators | 410,000 tested, 1.8% active | AID 652104, 2013; note: % of control where 0% means no effect; nearly all actives have a fitted effect of over 50% in size
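In this qHTS, compounds that restore growth of yeast expressing TDP-43 appear as activators. Cells (OD600=0.02, galactose medium, raffinose-pregrown) are incubated with compound 24 hr at 30 deg C and growth is quantified by BacTiter-Glo.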
HT1080 IDH1KD tx: qHTS for induction of synthetic lethality in tumor cells producing 2HG: qHTS for the HT-1080-IDH1KD cell line; HT-1080 IDH1 knockdown viability, ATP luminescence, 48 h; Potency, µM (titrated, usually from 46.1 µM), for the others: at the highest dose activity, negative = toxicity, most hits filed as cytotoxic; 360,000 tested, 2% active; AID 686971, 2013;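 note: 0% = DMSO wells and -100% = cell-free medium wells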
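Viability of IDH1-knockdown HT-1080 fibrosarcoma cells was assessed by CellTiter-Glo after 48 h at 37 °C with titrated compound; concentration-effect curves were classified by fit quality and response size.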
GLP-1R agonist: qHTS of GLP-1 Receptor Agonists; 380,000 tested, 0.007% active; Potency, µM (highest dose often 45.6 µM), for inactives: at the highest dose activation, most hits filed as activators; AID 624172, 2012; HEK293 GLP-1R CRE-luciferase, luminescence, 4-6 h; cells express a hypersensitive GLP-1R form; Glucagon-like peptide 1 receptor (Homo sapiens), P43220; note: % of control where 0% means no effect
HT1080NT lethal: qHTS for induction of synthetic lethality in tumor cells producing 2HG: qHTS for the HT-1080-NT fibrosarcoma cell line; HT-1080-NT fibrosarcoma viability, CellTiter-Glo ATP luminescence, 48 h; Potency, µM (series often up to 46.1 µM), without a hit: top-dose activity, negative = less viability, most hits filed as cytotoxic; 360,000 tested, 1.6% active;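 note: NT is the 2HG producing partner of a matched IDH1 knockdown line; 0% = DMSO-treated cells and -100% = media-only wells without cells; nearly all actives have a fitted effect of over 55% in size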
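HT-1080-NT fibrosarcoma cells (2HG-overproducing), 750 cells/well in RPMI with 5% FBS, dosed after 2 h and incubated 48 h at 37C. CellTiter-Glo luminescence normalized to DMSO and no-cell wells; concentration-response curves fitted and classed.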
GLP1R cytotox: qHTS of GLP-1 Receptor Inverse Agonists: Cytotox Screen; HEK293 cAMP-luciferase reporter cells, luminescence, 24 h; Potency, µM (series often up to 38.3 µM), inactives show top-dose activity change, negative = inhibition, actives largely listed as inhibitors; 410,000 tested, 0.13% active; AID 624418, 2012;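 note: loss of luciferase light is scored as toxicity; % is set by controls: 0 for no effect and ±100 for the full control effect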
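Here, cytotoxicity is scored as loss of luminescence. The MLSMR collection was tested on cells seeded in medium containing 10% Nu serum, with a 24 hr compound exposure preceded by 12 hours of culture.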
SW480 rereplic: A quantitative high throughput screen for small molecules that induce DNA re-replication in SW480 colon adenocarcinoma cells; SW480 DNA re-replication, Hoechst DNA content imaging, 48 h; Potency, µM (highest dose often 46.1 µM), inactives show top-dose re-replication activation, hits mostly activators; 340,000 tested, 1.8% active; note: % of control where 0% means no effect; nearly all actives have a fitted effect of over 55% in size
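Per well, 250 cells were exposed to pinned compound for 48 hr. Nuclear DNA was visualised with Hoechst (40 min, 37 C) and total object intensity recorded by fluorescence scanning.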
KB-3-1 cytotox: qHTS assay for MDR1-selective chemotherapeutics: Primary screen using the parental adenocarcinoma cell KB-3-1 | KB-3-1 viability, CellTiter-Glo ATP luminescence, 72 h | Potency, µM (series often up to 46.1 µM), for inactives: top-dose activity change, negative = cytotoxic, most hits filed as cytotoxic | AID 1347075, 2019 | 400,000 tested, 1.4% active; note: % is set by controls: 0 for no effect and ±100 for the full control effect; nearly all actives have a fitted effect of over 60% in size
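Using CellTiter-Glo luminescence, growth of non-resistant KB-3-1 adenocarcinoma cells is assessed 72 h after pin-tool compound addition at 37 °C. Normalized responses across the concentration series yield fitted curves.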
KB-V1 MDR tox: qHTS assay for MDR1-selective chemotherapeutics: Primary screen using the drug-selected MDR subline cells KB-V1. Potency, µM (series often up to 46.1 µM), for inactives: at the top dose activity change, negative = cytotoxicity, actives largely listed as cytotoxic. 400,000 tested, 3.4% active. KB-V1 MDR cells viability, CellTiter-Glo, 72 h; note: % is set by controls: 0 for no effect and ±100 for the full control effect; nearly all actives have a fitted effect of over 60% in size
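Cytotoxicity via CellTiter-Glo luminescence after 72 h compound exposure at 37 degrees C. Cells: drug-selected KB-V1 line, DMEM phenol-red free plus 10% FBS. Compounds tested at multiple concentrations; normalized data fitted to concentration-effect curves.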
* hit, by the source's call; ? = inconclusive; . = no result given; [ ] = remark or other dose. Calls come from the whole dose curve; as a rule, active = well fitted curve in the direction sought with a large enough effect; inconclusive = small, poorly fitted or top-dose-only effect, or another doubt; inactive = no such curve, though single readings can be large; an effect the other way counts as inactive or inconclusive. Potency is the fitted concentration of half-maximal effect. Compounds were not picked by outcome; any-hit rate near 9.4%.

SMILES	GLP-1R inv ag	TDP-43 yeast inh	HT1080 IDH1KD tx	GLP-1R agonist	HT1080NT lethal	GLP1R cytotox	SW480 rereplic	KB-3-1 cytotox	KB-V1 MDR tox
CCC1=Nc2cc(C(=O)O)ccc2Sc2ccc(Cl)cc21	3%	14µM*	-2%	-4%	-15%	-6%	-2%	1%	17%
CCc1ccccc1NC(=O)C(Cc1cccc(OC)c1OC)c1nn[nH]n1 (configuration not stated)	-10%	0%	1%	15%	0%	9%	1%	-1%	8%
CCOc1ccc(CNC(=O)c2nn(-c3ccc(OC)cc3)c(=O)c3c2c2ccccc2n3C)cc1	5%	-6%	.	.	.	-1%	.	-20%	1%
CCNC(=O)CC1SC(=Nc2ccc(C)cc2)NC1=O (configuration not stated)	2%	13%	18%	-3%	30%	-17%	-2%	12%	12%
CCN(CC)C1Oc2cc3c(cc2C(c2cc(OC)c(O)c(OC)c2)C1C)OCO3 (configuration not stated)	-20%	10%	?	-5%	?	?	?	?	?
COCCN(C(=O)Cc1cccs1)C(C(=O)NC1CCCC1)c1ccc(OC)c(OC)c1 (configuration not stated)	13%	11%	2%	-4%	1%	5%	-3%	3%	-17%
CC(C(=O)O)n1nc(-c2ccccc2)c2ccccc21 (configuration not stated)	-19%	-1%	1%	-2%	0%	1%	?	2%	-4%
CC(NC(=O)Nc1ccc([N+](=O)[O-])cc1)C(c1cccs1)N1CCCC1 (configuration not stated)	?	0%[0.397 µM]	0%	10%	-7%	0%	-1%	9%	10%
O=C(NC1CC1)c1cc(-c2ccccn2)nc2ccccc12	8%	3%	8%	-15%	8%	3%	-5%	-2%	0%
CCOc1ccc(Cl)cc1-c1cc(C(=O)Nc2ccc(OC)cc2OC)[nH]n1	-14%	0%	4%	8%	-2%	-1%	.	0%	17%
CCOC(=O)c1cc(C#N)c(SCC(=O)OC)[nH]c1=O	16%	-13%	17%	3%	19%	-3%	-7%	15%	16%
CCOC(=O)NC1(NC2CCCCC2)Oc2ccccc2O1	7%	-1%	-10%	1%	-28%	-5%	20%	-20%	-11%
COc1ccc(Cl)cc1S(=O)(=O)Nc1ccncc1	10%	-16%	8%	7%	6%	1%	-100%[inhibitor]	3%	11%
CC1CCN(C(=O)c2cc(-c3ccco3)on2)CC1	-2%	-18%	17%	8%	26%	-10%	1%	-15%	-21%
CCc1cc(C(=O)COc2ccccc2F)c(O)cc1O	2%	?	0%	4%	0%	9%	-7%	-2%	5%
COc1ccc(-c2noc(Cc3cccs3)n2)cc1	?	-12%	6%	6%	17%	3%	-2%	-13%	?
O=C(COC(=O)C1CCCC1)Nc1cccc(Cl)c1Cl	7%	-10%	9%	11%	8%	-8%	-24%	17%	-1%
CCn1c(SCCC#N)nnc1-c1ccncc1	5%	-9%	?	-2%	7%	3%	-4%	3%	-2%
Cc1ccc(NC(=O)CCn2c(=O)oc3ccccc32)cc1	-27%	?	19%	11%	1%	-7%	1%	0%	-2%
Cc1ccc(/C=C/C(=O)O)cc1S(=O)(=O)N(C)CCO	3%	-21%	10%	0%	8%	-27%	4%	3%	?
O=C(NCC1OCCc2ccccc21)c1cc(COc2c(F)cccc2F)on1 (configuration not stated)	?	?	-9%	14%	-10%	1%	-2%	-6%	-27%
CCOc1ccc(CN2CCN(Cc3cc4c(cc3Cl)OCO4)CC2CCO)cc1 (configuration not stated)	7.9µM*	-19%	-25%	27%	?	-15%	?	-9%	-8%
O=[N+]([O-])c1ccc(COc2ccccc2CN2CCOCC2)cc1	1%	2%	0%	5%	1%	-1%	-8%[9.22 µM]	0%	-28%
CCOC(=O)c1c(NC(=O)CSC2=NN3CCCC(=O)N=C3S2)sc2c1CCCCC2	9%	23%	-1%	1%	-12%	2%	12%	?	-18%
CC(=O)OCCOc1nc(N(C)C)nc(N(C)C)n1	7%	19%	-1%	5%	6%	2%	-3%	0%	-11%

Part of the list above in order of formula weight, ascending:
SMILES	GLP-1R inv ag	TDP-43 yeast inh	HT1080 IDH1KD tx	GLP-1R agonist	HT1080NT lethal	GLP1R cytotox	SW480 rereplic	KB-3-1 cytotox	KB-V1 MDR tox
COc1ccc(-c2noc(Cc3cccs3)n2)cc1	?	-12%	6%	6%	17%	3%	-2%	-13%	?
O=C(NC1CC1)c1cc(-c2ccccn2)nc2ccccc12	8%	3%	8%	-15%	8%	3%	-5%	-2%	0%
CCc1cc(C(=O)COc2ccccc2F)c(O)cc1O	2%	?	0%	4%	0%	9%	-7%	-2%	5%
CCNC(=O)CC1SC(=Nc2ccc(C)cc2)NC1=O (configuration not stated)	2%	13%	18%	-3%	30%	-17%	-2%	12%	12%
CC(NC(=O)Nc1ccc([N+](=O)[O-])cc1)C(c1cccs1)N1CCCC1 (configuration not stated)	?	0%[0.397 µM]	0%	10%	-7%	0%	-1%	9%	10%
O=C(NCC1OCCc2ccccc21)c1cc(COc2c(F)cccc2F)on1 (configuration not stated)	?	?	-9%	14%	-10%	1%	-2%	-6%	-27%
CCOc1ccc(Cl)cc1-c1cc(C(=O)Nc2ccc(OC)cc2OC)[nH]n1	-14%	0%	4%	8%	-2%	-1%	.	0%	17%
CCN(CC)C1Oc2cc3c(cc2C(c2cc(OC)c(O)c(OC)c2)C1C)OCO3 (configuration not stated)	-20%	10%	?	-5%	?	?	?	?	?
COCCN(C(=O)Cc1cccs1)C(C(=O)NC1CCCC1)c1ccc(OC)c(OC)c1 (configuration not stated)	13%	11%	2%	-4%	1%	5%	-3%	3%	-17%
CCOC(=O)c1c(NC(=O)CSC2=NN3CCCC(=O)N=C3S2)sc2c1CCCCC2	9%	23%	-1%	1%	-12%	2%	12%	?	-18%

(listing goes on)
SMILES	GLP-1R inv ag	TDP-43 yeast inh	HT1080 IDH1KD tx	GLP-1R agonist	HT1080NT lethal	GLP1R cytotox	SW480 rereplic	KB-3-1 cytotox	KB-V1 MDR tox
COCCNC(=S)N1CCOCC1	27%	9%	3%	2%	9%	-9%	-11%	20%	?
CCOC(=O)C1=CCN(S(=O)(=O)c2ccc(C)cc2)C1c1ccc(Br)cc1 (configuration not stated)	?	15%	?	-5%	-10%	-2%	.	-1%	?
CCCC(C(=O)NCc1ccco1)N(C(=O)CNS(=O)(=O)c1ccccc1)c1ccc(OC)cc1 (configuration not stated)	1%	.	-4%	7%	1%	-13%	11%[1.84 µM]	6%	-4%
CC(=O)Nc1cccc(C(=O)OC(C)C(=O)NCc2ccc3c(c2)OCO3)c1 (configuration not stated)	11%	-2%	-15%	-2%	1%	8%	-4%	0%	-3%
CC(C)C(c1nnnn1Cc1ccco1)N1CCN(c2nc3ccccc3s2)CC1 (configuration not stated)	?	7%	?	3%	?	55%[activator]	28%	?	-23%
O=C(NCc1cccnc1)C1CCN(S(=O)(=O)c2cccnc2)CC1	4%	-7%	-1%	1%	-3%	7%	-1%	1%	18%
Cc1c(NC(=O)CSc2nc3c(cnn3-c3ccccc3)c(=O)[nH]2)c(=O)n(-c2ccccc2)n1C	-13%	18%	20%	-15%	15%	-11%	1%	12%	-2%
Cc1ccc(Cl)cc1N(C)C(=O)Cn1ncc2c([nH]c3ccccc32)c1=O	8%	-13%	9%	1%	19%	13%	21µM*	-2%	-4%
NCC1CCN(c2nc3ccccc3c3c2CCCC3)CC1	?	4%	?	-1%	-27%	-10%	?	23µM*	15µM*
Cc1cccc(C)c1NC(=O)C(c1ccccc1)n1c(=O)c(-c2ccco2)nc2ccccc21 (configuration not stated)	4%	?	-2%	.	-1%	0%	.	-16%	?
Cc1cc(O)ccc1-c1cc(C(=O)NCc2cc(C(F)(F)F)cc(C(F)(F)F)c2)[nH]n1	?	14%	?	5%	?	-17%	.	0%	7%
Cc1ccc2nc(N3CCOCC3)c(C=O)c(=O)n2c1	11%	4%	0%	-4%	0%	-8%	-25%	13%	?
COC(=O)[C@@]1(Cc2ccc(OC)cc2)[C@H]2c3cc(C(=O)N(C)C)n(Cc4ccc(OC(F)(F)F)cc4)c3C[C@H]2CN1C(=O)c1ccccc1	?	20%	-22%	-1%	-19%	2%	18µM*	?	?
CCN1C(=O)[C@H]2[C@@H](c3ccc(C)cc3)N[C@]3(CCCN(Cc4ccc(C)cc4)C3=O)[C@H]2C1=O	17%	-4%	?	-5%	?	2%	.	-18%	1%
COc1ccc(NS(=O)(=O)c2ccc(C(=O)N(C)Cc3cccs3)cc2)cc1	?	1%	-4%	4%	-11%	-5%	-29%	?	-8%
CC(C)(C)c1[nH]nc2c1C(c1ccco1)C(C#N)=C(N)O2 (configuration not stated)	-12%	3%	-1%	0%	2%	-4%	?	-14%	8%
O=C(Nc1ccc(S(=O)(=O)Nc2ccccc2)cc1)C1CC1	-41%	4%	-2%	-3%	-3%	-10%	?	-21%	0%
